# sPLA2-III inh: Inhibits HGIII-sPLA2 liposome hydrolysis, primary screen | QFRET BODIPY PC-A2 liposome hydrolysis, fluorescence | inhibition, % at 12.2 µM | actives 0.56% (n = 370,000) | AID 743126;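 active = inhibition above mean plus 3 SD of compounds lying within the high and low control bounds, cut at about 19% in these data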;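 note: 0% = median of test compound wells and 100% = no enzyme DMSO wells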
# DAX1 inh-1: inhibitors of human orphan nuclear receptor DAX1 (NR0B1); actives 0.99% (n = 340,000); inhibition, % at 6.75 µM; HEK293 Gal4-DAX1 luciferase reporter, luminescence; AID 504766;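 active = inhibition above the mean over all tested compounds plus 3 SD, cut at about 4.2% in these data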;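 note: 0% = DAX1-transfected cells with DMSO and 100% = empty-vector control cells with DMSO; inhibition shows as a rise in luminescence from relieved DAX1 repression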
# GC-A act: GC-A (human) enzyme activation | P16066 | actives 0.14% (n = 370,000) | activation, % at 10 µM | HEK293 GC-A cells, cGMP TR-FRET, EC30 ANP; 0% at EC30 ANP, 100% saturating ANP; in the data active = activation above about 40%
# SMARCA2 act: SMARCA2 function activation, primary screen. MG213 cells, MMTV-luciferase reporter, dexamethasone, overnight. activation, % at 9.1 µM. actives 1% (n = 370,000). AID 652017; in the data active = activation above about 7.8%;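 note: 0% = vehicle wells and 100% = reference activator wells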
# hgDAF12 agonist: activates the H. glycines DAF-12 receptor ligand-binding domain | HEK293 GAL4-hgDAF12 UAS-luciferase reporter, agonist luminescence; normalized to butyrate control | activation, % at 6.8 µM | actives 1.8% (n = 370,000) | AID 687014;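 active = activation above a cutoff set at the mean of all screened compounds plus 3 SD, cut at about 10% in these data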;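 note: 0% = DMSO wells and 100% = sodium butyrate wells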
# GC-B act: GC-B (human) receptor activation; HEK293-GC-B cells, CNP EC30, cGMP TR-FRET; 0% at EC30 CNP, 100% saturating CNP; P20594; activation, % at 10 µM; actives 0.11% (n = 370,000); AID 1920062;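 active = activation at 10 µM reaching about 35% in either raw or pattern-adjusted values, limit read from the data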
# ssDAF-12 act: S. stercoralis DAF-12 activation, primary screen; HEK293 ssDAF-12/GRIP1 lit1-tk-luc reporter, luminescence; % of 3 µM dafachronic acid response; activation, % at 6.8 µM; actives 1% (n = 370,000);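 active = activation above the mean over all tested compounds plus 3 SD, cut at about 0.9% in these data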;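 note: 0% = DMSO-only wells and 100% = 3 µM delta7-dafachronic acid wells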
# FXN GAA850 act: activators of GAA850 frataxin (FXN) promoter | HEK293 lucGAA850 FXN promoter luciferase reporter, 24 h; percent of 10 µM SAHA response | activation, % at 6 µM | actives 0.56% (n = 360,000);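 active = activation above the average of all compounds screened plus 3 SD, cutoff fixed separately per campaign, cut at about 7.5% in these data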;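 note: 0% = DMSO wells and 100% = 10 µM SAHA wells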
# hcDAF12 agonist: activates DAF-12 receptor from parasite H. contortus. HEK293 hcDAF-12 lit1-tk-luc reporter, luminescence; 0% DMSO, 100% Δ7-dafachronic acid. activation, % at 6.8 µM. actives 1.4% (n = 370,000);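 active = activation above the mean of all tested compounds plus 3 SD, cut at about 5.5% in these data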;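 note: 100% = response to 3 µM Δ7-dafachronic acid high control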
# DAX1 inh-2: DAX1 (NR0B1) inhibition, primary screen. inhibition, % at 6.8 µM. actives 1.1% (n = 370,000). AID 652010. HEK293T StAR-luciferase reporter, SF-1/DAX-1 repression relief;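 active = inhibition above the mean over all tested compounds plus 3 SD, cut at about 3.6% in these data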;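 note: 0% = DAX-1 cells with DMSO and 100% = cells lacking DAX-1 with DMSO; higher inhibition means more luminescence from relief of DAX-1 repression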
# KLK7 zymogen act: proKLK7 (human) activation, primary screen; purified proKLK7, EDANS-DABCYL substrate fluorescence; 100% is mature enzyme control, 0% vehicle; actives 0.9% (n = 370,000); P49862; activation, % at 7 µM;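 active = activation above the mean of all tested compounds plus 3 SD, computed per campaign excluding outliers beyond control limits, cut at about 13% in these data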
# * = called active by the depositor; x = no result given; & = joins results of further samples.
SMILES,sPLA2-III inh,DAX1 inh-1,GC-A act,SMARCA2 act,hgDAF12 agonist,GC-B act,ssDAF-12 act,FXN GAA850 act,hcDAF12 agonist,DAX1 inh-2,KLK7 zymogen act
CCN(CC(=O)Nc1ccc(NC(C)=O)cc1)C(=O)/C=C/c1cn(Cc2ccccc2)nc1-c1cccnc1,-3,-0.4,-1,0,2.6,0,-0.4,1.1,-1.2,0.8,-0.2
Cc1cc(C(=O)CN2C(=O)C(=O)N(CC(C)C)C2=O)c(C)n1C1CC1,4,0.6,0,2,2.5,2,-0.6,2.8,2.4,1.7,0.9
COc1ccccc1OCC(=O)Nc1sc2c(c1C(=O)NCC1CCCO1)CCC2 (stereo not given),-2,-1.0,7,-3,-0.9,4,-2.1,2.8,-1.4,-0.6,0.1
CC(C)(C)NS(=O)(=O)NC(=O)C1=C(N2CCCC2)COC1=O,6,-0.1,0,0,1.1,3,-1.1,-0.2,0.0,0.6,0.2
COCCCN1C(=O)C(=O)/C(=C(/O)c2ccc(OC(C)C)c(C)c2)C1c1ccncc1 (stereo not given),-1,-1.1,4,2,1.0,3,-1.2,2.3,-0.9,-0.5,-0.2
O=C(NCc1ccncc1)c1ccccc1Nc1ccc(SC(F)F)cc1,0,-0.8,35,-5,-1.1,-2,-0.9,-2.4,-3.2,-0.5,0.3
CC(C)CCNC(=O)c1ccc2c(Cl)c3c(nc2c1)CCC3,-8,1.2,1,11*,10,6,0.0,2.6,5.3,2.6,1.0
O=C(NNC1=NS(=O)(=O)c2ccccc21)c1ccccc1Cl,7,0.9,-13,-2,-1.5,3,-0.9,-0.9,-1.9,0.3,-0.2
CCNC(=O)Nc1ccc2c(c1)C(=O)N(C)[C@H]1CC[C@H](CC(=O)N[C@H](C)c3ccccc3)O[C@@H]1CO2,-26,x,0,-3,1.1,2,-1.0,x,1.3,0.3,0.3
COCCNC(=O)C1c2cc(OC)c(OC)cc2C(=O)N(C)C1c1cccnc1 (stereo not given),-1,1.0,3,0,-0.7,0,-0.5,0.1,-1.8,0.0,-0.9
COc1ccccc1NS(=O)(=O)c1cccc(NC(=O)C2CC(=O)N(Cc3ccccc3)C2)c1 (stereo not given),-25,-0.9,-2,-1,-1.6,1,-1.9,-1.4,-0.3,-0.8,1.1
COc1ccc(C2c3[nH]c4ccccc4c3C[C@H]3C(=O)N(C4CCN(Cc5ccccc5)CC4)CC(=O)N23)cc1OC (stereo not given in full),-30,-1.8,3,-2,1.7,8,-0.9,-2.5,-0.5,-0.3,2.6
CC(C)C[C@@H](C(=O)O)N(Cc1cccc(CN([C@@H](CC(C)C)C(=O)O)S(C)(=O)=O)c1)S(C)(=O)=O,-3,0.2,1,2,-0.2,3,-0.8,-1.9,-0.1,0.4,0.4
Cc1cccc(NC(=S)NC(NC(=O)c2ccco2)C(Cl)(Cl)Cl)c1 (stereo not given),3,-0.8,4,-7,0.8,13,-0.9,-2.4,0.9,-0.8,-1.0
Cc1cccc(/C=N/NC(=O)CNc2cccc3ccccc23)n1,-2,0.7,0,-1,-3.3,9,-0.1,-4.4,-0.4,-0.9,2.8
Cc1ccc(C2=NN3C(C(=O)c4ccccc4)Oc4ccccc4C3C2)cc1 (stereo not given),1,2.3,-3,3,7.6,2,0.3,2.4,1.6,1.4,0.7
CC(C)Cc1nc(SCC(=O)Nc2ccc(S(N)(=O)=O)cc2)n[nH]1,-2,-0.1,0,-1,-1.8,8,-1.5,0.7,0.4,-0.2,0.3
CCc1ccc(-c2cc(C)no2)cc1S(=O)(=O)Nc1ccc(C)cn1,-3,0.1,-5,-1,1.7,0,-0.9,0.2,-2.4,0.3,0.7
Cc1ccc(C(=O)COC(=O)CN2C(=O)C3CC=CCC3C2=O)cc1C (stereo not given),-3,1.6,1,-1,3.0,-1,-1.2,0.6,0.2,0.1,-0.2
COC(=O)c1ccccc1NC(=O)/C=C/C(=O)O,-1,-0.2,0,-5,-0.1,0,-0.4,-0.1,3.4,-0.1,-2.1
CCCC(=O)NC1C2CC3CC(C2)CC1C3 (stereo not given),0,-0.7,2,-1,-3.4,-3,-0.9,3.7,1.9,0.3,0.1
Cc1cc(C(=O)CSc2nc3ccc(Cl)cc3[nH]2)c(C)n1C,-9,0.0,-8,-2,-1.6,-1,-0.7,5.2,0.6,0.1,-0.8
CC(C)C[C@@H](CNCC(=O)[C@H](CC(C)C)NC(=O)c1[nH]cnc1C(=O)N[C@@H](C)CN)NC(=O)c1nc[nH]c1C(=O)N[C@@H](CC(C)C)C(=O)O,-7,1.1,2,-2,-0.5,6,-1.6,-0.2,-0.6,0.3,-0.2
O=C(Nc1ccccc1)C1=C(N2CCOCC2)/C(=C/c2cccnc2)CC1,5,-0.4,-2,-3,-0.3,-2,-1.1,-1.6,-2.1,0.1,-17
O=c1[nH]c(N/N=C/c2ccccc2)nc2ccccc12,-1,-0.1,-4,3,6.8,-9,-0.1,6.3,2.9,3.6,-86
O=C(/C=C/c1cccs1)Nc1cccnc1,2,-1.1,0,2,8.2,-7,-0.4,4.3,2.6,2.6,-0.1
COC(=O)c1ccc(NC(c2ccc(Cl)cc2)P(=O)(OC)OC)cc1 (stereo not given),-2,1.1,-3,0,1.8,-2,-0.1,2.1,0.8,0.1,-0.1
CCc1ccccc1Oc1nc2cc(-c3cccc(OC)c3)sc2c(=O)n1C,7,x,-6,-3,3.6,0,-1.2,-0.2,-0.5,1.8,-0.5
Cc1ccc(Nc2nnc(SCC(=O)NC3CCS(=O)(=O)C3)s2)c(C)c1 (stereo not given),-2,0.0,1,-4,2.9,2,-0.3,1.5,-0.2,0.9,0.3
CCc1nc2ccccc2c(C(=O)Nc2cc(C)ccc2C)c1C,0,-0.7,-7,-2,-2.6,0,-1.0,1.8,1.1,-0.5,0.7
O=C(CCNS(=O)(=O)c1ccccc1)NCCSc1ccc(Br)cc1,-9,1.8,2,-3,-1.8,-5,-1.0,0.0,0.4,-1.2,-0.1
C[C@@H](C(=O)Nc1ccc2c(c1)OCCO2)n1c(=O)[nH]c2ccccc2c1=O,8,1.7,4,-7,-12,-3,-2.3,-12,-4.5,-1.5,-0.3
Cc1ccnc(N2CCN(C(=O)CSc3nc4ccccc4nc3N3CCC(C)CC3)CC2)c1,-1,0.3,1,-3,-0.2,3,-1.1,1.4,0.0,-1.2,-3.4
CCN(CC)Cc1cc(Nc2ccnc3cc(Cl)ccc23)ccc1O,-6&-3,0.5&-0.1,2&-5,8.2*,-0.8&2.0,-2&-6,-1.3&-1.5,2.2&-0.4,-0.5&-1.6,-0.4&0.4,-1.2&-0.4
CC(C)N1C(=O)c2ccc(C(=O)O)cc2C1=O,3,-0.3,-1,2,-2.5,3,-1.3,0.0,-1.6,-0.1,0.5
COCCNC(=O)C(c1ccc(Cl)cc1)N(C(=O)CCC(=O)Nc1ccccn1)C1CCCC1 (stereo not given),5,-0.4,-5,1,-0.1,-19,-1.0,-4.2,-1.7,-0.3,0.9
Cc1cccc(C)c1NC(=O)c1cccc2c1-c1ccccc1C2=O,22*,0.2,1,0,1.2,3,-1.0,-3.7,-1.9,0.1,-0.1
CCN(CC(=O)NCc1ccc(F)cc1)C(=O)c1ccc2c(c1)OCO2,-5,1.1,1,5,2.0,1,-0.9,0.5,-0.7,-0.6,-0.8
O=C(NCc1ccccn1)c1nc(Cn2cc([N+](=O)[O-])cn2)no1,6,1.5,-4,5,-3.4,0,-1.2,2.3,-0.9,0.1,0.0
CCOC(=O)[C@]12CCCC=C1N(CCC1=CCCCC1)C(=O)[C@H](CC(=O)NCC1CCCCC1)C2,-7,x,3,2,0.9,5,-0.5,x,-0.3,-0.7,0.6
O=C(Cc1cccs1)N1CCN(S(=O)(=O)c2ccc(Cl)c(C(F)(F)F)c2)CC1,8,0.9,-3,1,1.0,3,-1.2,1.5,4.0,0.3,0.0
CCOC(=O)C1=C(C)N(CCCC(=O)O)C(=O)NC1c1ccc2ccccc2c1 (stereo not given),-4,-0.2,-3,-2,1.6,1,-1.7,0.9,-1.0,0.0,-0.1
CC(=O)c1ccc(NC(=O)c2noc(C(C)C)c2[N+](=O)[O-])cc1,-9,0.4,0,2,3.5,-2,-0.3,0.7,0.8,0.2,-0.6
CC(C)C(=O)OCCCN1CCC2(CCC(c3ccccc3)CC2)C1=O (stereo not given),-3,x,-1,-3,2.2,-11,-1.4,x,-2.0,0.0,-0.1
CCCOc1cc(C)c(S(=O)(=O)NCCOC)cc1C,-3,-0.6,0,-3,-0.2,4,-1.6,1.6,-2.0,-1.1,0.1

# Some of the entries so far, with each value named.
canonical_smiles: CCN(CC)Cc1cc(Nc2ccnc3cc(Cl)ccc23)ccc1O
  sPLA2-III inh: -6&-3; DAX1 inh-1: 0.5&-0.1; GC-A act: 2&-5; SMARCA2 act: 8.2*; hgDAF12 agonist: -0.8&2.0; GC-B act: -2&-6; ssDAF-12 act: -1.3&-1.5; FXN GAA850 act: 2.2&-0.4; hcDAF12 agonist: -0.5&-1.6; DAX1 inh-2: -0.4&0.4; KLK7 zymogen act: -1.2&-0.4
canonical_smiles: CC(C)CCNC(=O)c1ccc2c(Cl)c3c(nc2c1)CCC3
  sPLA2-III inh: -8; DAX1 inh-1: 1.2; GC-A act: 1; SMARCA2 act: 11*; hgDAF12 agonist: 10; GC-B act: 6; ssDAF-12 act: 0.0; FXN GAA850 act: 2.6; hcDAF12 agonist: 5.3; DAX1 inh-2: 2.6; KLK7 zymogen act: 1.0

# By substructure: the entries above with a nitro group on carbon
SMILES,sPLA2-III inh,DAX1 inh-1,GC-A act,SMARCA2 act,hgDAF12 agonist,GC-B act,ssDAF-12 act,FXN GAA850 act,hcDAF12 agonist,DAX1 inh-2,KLK7 zymogen act
O=C(NCc1ccccn1)c1nc(Cn2cc([N+](=O)[O-])cn2)no1,6,1.5,-4,5,-3.4,0,-1.2,2.3,-0.9,0.1,0.0
CC(=O)c1ccc(NC(=O)c2noc(C(C)C)c2[N+](=O)[O-])cc1,-9,0.4,0,2,3.5,-2,-0.3,0.7,0.8,0.2,-0.6

# (more compounds)
SMILES,sPLA2-III inh,DAX1 inh-1,GC-A act,SMARCA2 act,hgDAF12 agonist,GC-B act,ssDAF-12 act,FXN GAA850 act,hcDAF12 agonist,DAX1 inh-2,KLK7 zymogen act
CCCOc1ccc(NC(=O)C2CC(=O)N3CCCN=C3S2)cc1 (stereo not given),-6,-0.3,-1,-1,-0.3,1,-2.1,-0.5,-2.1,-0.6,-0.1
C=CCn1c(SCC(=O)NCC(c2ccccc2)N(C)C)nc2sc3c(c2c1=O)CCC3 (stereo not given),-6,0.6,-8,1,-1.6,-8,-1.8,3.6,1.0,-1.4,-0.3
COCCNC(=O)COc1ccc(N(C)S(=O)(=O)c2ccc3ccccc3c2)cc1,-5,-1.9,-5,-1,1.1,4,-0.8,1.2,-0.3,0.0,0.8
CCCN(CC(=O)Nc1ccccc1OC)C(=O)c1cc(-c2cccs2)nn1-c1ccccc1,-14,-1.4,-3,0,-0.4,4,-1.2,0.8,-1.7,-2.0,0.2
CCn1c(CSc2nncn2-c2ccc(OC)cc2)nc2cc(S(=O)(=O)N(C)C)ccc21,-5,0.3,1,1,-0.9,1,-1.4,-0.2,0.6,-0.9,-1.3

# Source: PubChem
